# PKA-R2B activ: activators of human PKA-R2B complex; PKA-R2B holoenzyme dissociation, Cy5-IP20 fluorescence polarization; R2B truncated from residue 108, S112A mutant; 0% DMSO only, 100% 113 µM cGMP; actives 0.079% (n = 340,000); AID 504700; activation, % at 11.4 µM;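 active means activation above a cutoff set at the mean over all compounds plus 3 SD, cut at about 18% in these data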;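 further: higher means more holoenzyme dissociation and a rise in polarization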
# V-ATPase pHluor: regulators of yeast V-ATPase proton transport; S. cerevisiae, pHLuorin cytosolic pH fluorescence; response, % at 10 µM; actives 0.37% (n = 350,000); AID 504577; in the data active means response mostly above about 7.3%, no sharp cut-off; inactive means mostly below about 5.4%; further: actives read high; inactives centre near 0; some compounds called inactive have numbers as strong as hits; reference of the scale not given here
# Arrestin-AP2 inh: inhibitors of human beta-arrestin and AP2 interaction; FITC-arrestin peptide / GST-AP2 beads, flow cytometry; AP2 beta2 appendage carries R879A mutation; inhibition, % at 10 µM; actives 0.31% (n = 340,000);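 active means inhibition above a set limit, near 3 SD of compounds lacking own fluorescence, cut at about 54% in these data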;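 further: plate controls were DMSO wells for no effect and 5 µM unlabelled arrestin peptide for full effect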
#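 System: GST-tagged AP2 beta2-adaptin appendage (R879A) on 4 µm glutathione beads / Reagent: FITC-arrestin peptide, 50 nM / Detection: HyperCyt-sampled flow cytometry, FL1 channel, ex 488/em 535 nm / Timing: 12 min plus 1 h, RT / Buffer or medium: PBS plus Tween 20 (0.05%) and BSA (0.1%)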
# HTR5A inv ag: counter-screen for OPRM1-OPRD1 inverse agonists: human HTR5A inverse agonism; HTR5A cell line, luminescence; inhibition, % at 9.3 µM; P47898; actives 0.083% (n = 340,000); in the data active means inhibition mostly above about 23%, no sharp cut-off; inactive means mostly below about 18%;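 further: 0% = cells with DMSO and 100% = no-cell wells with DMSO; some compounds called inactive have numbers as strong as hits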
# HTR5A ag ctr: activates human HTR5A in OPRM1-OPRD1 agonist counter-screen; P47898; HTR5A agonist assay, luminescence, cell-based; activation, % at 9.3 µM; actives 0.61% (n = 340,000); AID 504692; in the data active means activation mostly above about 9.5%, no sharp cut-off; inactive means mostly below about 7.6%;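 further: 0% = cells with vehicle only and 100% = reference agonist; strong numbers were not always called active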
# MOR-DOR inv ag: mu-delta opioid heterodimer inverse agonism | P35372+P41143 | cell-based MOR-DOR heterodimer luminescence | inhibition, % at 9.3 µM | actives 0.21% (n = 340,000) | AID 504357; in the data active means inhibition above about 22%, passing the limit was not always enough;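 further: 0% = cells with DMSO and 100% = wells without cells with DMSO; values of inactives mirror those of a sister screen read the other way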
# Target sequence (P35372 whole entry, looked up): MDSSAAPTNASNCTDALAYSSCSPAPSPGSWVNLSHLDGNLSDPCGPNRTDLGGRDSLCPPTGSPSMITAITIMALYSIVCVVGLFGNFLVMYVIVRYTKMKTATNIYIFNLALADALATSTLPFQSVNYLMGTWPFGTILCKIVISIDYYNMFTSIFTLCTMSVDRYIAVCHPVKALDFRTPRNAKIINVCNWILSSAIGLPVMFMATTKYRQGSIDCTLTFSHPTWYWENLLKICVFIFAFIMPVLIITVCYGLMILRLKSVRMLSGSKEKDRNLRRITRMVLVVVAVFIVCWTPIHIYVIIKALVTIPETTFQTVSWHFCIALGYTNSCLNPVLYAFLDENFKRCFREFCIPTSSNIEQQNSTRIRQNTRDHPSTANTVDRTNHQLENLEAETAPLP
# Target sequence (P41143 whole entry, looked up): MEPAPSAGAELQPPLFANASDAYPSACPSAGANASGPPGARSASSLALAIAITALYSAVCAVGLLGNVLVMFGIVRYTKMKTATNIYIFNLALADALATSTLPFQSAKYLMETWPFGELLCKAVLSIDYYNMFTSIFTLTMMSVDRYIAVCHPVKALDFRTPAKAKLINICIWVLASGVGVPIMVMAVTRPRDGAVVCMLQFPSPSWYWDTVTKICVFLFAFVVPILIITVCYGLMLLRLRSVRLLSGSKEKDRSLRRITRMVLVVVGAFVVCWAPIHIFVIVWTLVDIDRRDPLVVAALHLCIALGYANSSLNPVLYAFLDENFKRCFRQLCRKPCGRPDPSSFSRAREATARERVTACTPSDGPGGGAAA
# MOR-DOR ag: agonists of human mu-delta opioid receptor heterodimerization; cells, OPRM1-OPRD1 heterodimerization, luminescence; activation, % at 9.3 µM; actives 0.3% (n = 340,000); AID 504326; in the data active means activation above about 18%;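 further: 0% = vehicle-treated cells and 100% = reference agonist; values of inactives mirror those of a sister screen read the other way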
# DAGLB inhibitor: diacylglycerol lipase beta (human) inhibition; HEK293T DAGLB membrane lysate, EnzChek fluorogenic substrate; inhibition, % at 5.17 µM; actives 0.059% (n = 340,000); AID 504411; in the data active means inhibition above about 34%;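 further: 0% = enzyme with vehicle and 100% = wells lacking enzyme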
# PKA-R1A act: activates the PKA-R1A holoenzyme complex; activation, % at 11.4 µM; actives 0.083% (n = 340,000); AID 504707; PKA-R1A dissociation, Cy5-IP20 fluorescence polarization; scaled: DMSO 0%, 113 µM cGMP 100%;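 active means percent activation above the mean of all tested compounds plus 3 SD, cut at about 19% in these data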;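 further: higher means more PKAc released from R1A so a rise in polarization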
# DSG3 Ab inh: inhibitors of pemphigus antibody binding to human desmoglein-3; binding (percent of control), % at 10 µM; actives 0.48% (n = 310,000); DSG3-coupled beads, scFv-anti-DSG3-GFP binding, flow cytometry; stronger effect = lower value; AID 588358;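 active means binding more than 3 SD below its plate's average and above zero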;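 further: hits lower antibody fragment binding to DSG3; some compounds called inactive have numbers as strong as hits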
# Numbers without * were called inactive; / = no result given; & = joins results of further samples.
SMILES,MOR-DOR inv ag,HTR5A inv ag,DAGLB inhibitor,V-ATPase pHluor,MOR-DOR ag,PKA-R2B activ,DSG3 Ab inh,PKA-R1A act,Arrestin-AP2 inh,HTR5A ag ctr
COCCn1c(SCC(=O)Nc2ncc(Cl)c(C)c2Cl)nc2ccccc21,3.1,-4.5,2.6,-63.8,-0.5,11.1,/,6.0,-1.7,4.6
CCCCSc1nc2ccc(Nc3nc(N4CCOCC4)nc(N4CCOCC4)n3)cc2s1,-1.1,-17.0,-8.8,-0.6,0.2,-2.9,103.3,2.6,2.9,-1.4
Cc1cc(NC(=O)CSCC(=O)NC(C)c2ccccc2)no1 (configuration not stated),26.4,-22.8,-5.3,-5.9,-6.6,6.7,/,-0.6,0.8,9.0
Fc1ccc(N2CCN(Cc3ccccn3)CC2)cc1,15.8,-8.0,-0.1,-2.9,-3.2,-4.8,107.2,-12.4,-38.4,5.0
CCOC(=O)c1c(C)c(C(=O)Nc2ccc(N(C)C)cc2)c(C)n1CC,2.0,18.5,-0.6,-4.0,-0.4,-1.8,103.0,-5.2,27.5,2.7
O=C(c1ccccc1)N1CCN(C(=S)NCCc2ccccc2)CC1,8.6,7.1,-4.1,3.4,-1.3,-2.8,81.7,7.1,12.1,-2.9
CCN1CCN(C(c2ccccc2F)c2nnnn2Cc2ccc3c(c2)OCO3)CC1 (configuration not stated),0.5,12.5,1.1,1.2,-0.1,10.1,94.9,-5.6,1.9,3.5
CC1=CC(=O)C=C(C)C1=NOc1ccccc1[N+](=O)[O-],-33.7,-24.7,-3.6,2.9,6.5,-2.8,/,-6.1,9.8,4.5
COc1ccc(N2CCN(Cc3nnnn3C3CCCCC3)CC2)cc1,14.6,19.5,-1.4,-1.6,-2.8,8.0,98.9,-1.5,-10.6,-3.5
CCOC(=O)c1cc(=O)c2ccc(OCC(=O)Nc3ccccc3)cc2o1,9.6,16.1,1.9,-3.0,-1.9,2.5,/,-6.2,-9.7,-3.8
O=C(CN1C(=O)c2ccccc2C1=O)Nc1ccccc1C(=O)N1CCCC1,6.7,5.8,1.1,-0.8,-1.3,3.3,104.5,-3.8,3.1,-3.2
CCOc1ccccc1/C=C/c1onc(C)c1S(=O)(=O)N1CCC(C(=O)N(CC)CC)CC1,7.6,5.0,-5.2,-2.6,-1.5,-1.0,103.7,-3.7,-12.0,0.9
Cc1ccccc1NC(=O)OCc1ccccc1,15.8,-2.5,-3.6,-1.0,-3.2,-1.9,124.4,5.9,25.5,0.7
CN(C)CCNC(=O)c1nn(C)c2c1CCc1ccccc1-2,9.2,-8.2,1.6,-2.4,-1.9,-3.0,87.7,-17.6,-9.7,2.2
Cc1ccc(S(=O)(=O)N2C[C@H]3C(=O)C[C@@H](c4cccc5ccccc45)N(S(=O)(=O)c4ccc(C)cc4)[C@H]3C[C@H]2c2ccc(Cl)cc2)cc1,/,/,-24.0,4.2,/,-4.6,99.7,1.5,/,/
COc1cc2c(cc1OC)C(C)N(C(=O)c1cc(Cl)nc(Cl)c1)CC2 (configuration not stated),16.4,3.2,-3.1,1.3,-3.7,-2.8,105.2,-2.9,8.8,-0.9
Cc1cccc[n+]1CC(=O)c1ccccc1,7.2,2.7,-1.3,1.8,-1.6,2.2,122.7,0.4,7.1,-0.8
O=C1CCCN1C(=O)CCC(=O)N1CCCC1=O,10.2,13.1,1.7,2.0,-2.4,-1.3,106.8,1.6,4.2,1.0
CCOc1ccccc1Nc1nc2ccc(C)cc2n2cnnc12,4.3,5.3,-1.6,5.8,-1.0,-3.2,105.4,-6.3,-6.2,-1.5
COc1ccccc1CNC(=O)c1ccc2ccccc2n1,6.8,5.3,-4.9,0.9,-1.1,-5.5,113.1,1.8,-4.5,-2.7
CN1C(=O)/C(=C2/C=CC=CN2C)OC1=S,12.4,14.1,0.4,2.0,-2.4,-0.6,100.5,0.1,2.8,-1.2
O=C(CCc1nc2ccccc2c(=O)[nH]1)NNC(=O)COc1ccccc1Cl,8.9,1.4,1.2,-1.8,-1.4,-10.5,101.8,2.0,-8.1,-4.0
Cn1ncc2c(NCc3ccccc3)ncnc21,17.6,-22.0,1.0,2.2,-3.8,-5.1,118.5,-10.3,-13.8,4.3
COc1ccc(NC(=O)CN2CCOCC2)cc1,6.7,-1.4,-1.0,-0.1,-1.1,-8.2,98.2,-4.8,-2.9,0.1
Cc1ccc(-c2nc(CS(=O)CC(=O)NC(C)CCc3ccccc3)c(C)o2)cc1 (configuration not stated),-0.5,-10.3,0.9,2.3,0.1,-9.2,94.8,-8.9,0.3,2.5
COc1ccc(NC(=O)Cc2ccc(-c3ccccc3)cc2)cn1,7.8,-4.5,-0.3,6.2,-1.7,-5.9,/,-1.8,15.6,1.8
Cc1cccc(C(=O)NNC(=O)CSc2nnc(C3CC3)n2C)c1,-18.4,0.5,-2.0,-0.9,2.5,-2.6,/,-5.7,-11.0,-0.2
COc1cc(OC)cc(C(=O)N[C@H](C(=O)Nc2nc(-c3ccc(F)c(F)c3)cs2)C(C)C)c1,-11.4,-13.5,1.7,-3.2,2.0,-5.1,97.4,-8.9,9.6,4.8
CC(=O)NC1C(=O)N=C(SC(C)C(=O)Nc2cccc(Cl)c2)NC1=O (configuration not stated),8.0,-9.4,-0.3,-1.5,-1.4,-4.9,98.4,5.0,9.6,3.6
CCOC(=O)C(=NC(C)CC)NNc1cccc(C(F)(F)F)c1 (configuration not stated),-81.3,-0.3,-7.3,-1.9,15.5,3.2,95.8,2.1,-16.8,0.1
COc1ccc(N2C(=O)CCC(C(=O)N(C)CCc3ccccn3)C2c2ccc(OC)c(OC)c2)cc1 (configuration not stated),7.3,-47.5,-1.7,-3.5,-1.4,-12.9,106.2,-3.0,-13.2,-3.2
O=C1CCSc2ccc(Cl)cc2N1Cc1cccc(Cl)c1,-24.3,18.6,-2.4,-6.7,4.9,9.4,103.7,-9.4,51.3,-8.5
Cc1ccc2nc(-c3ccccn3)cc(C(=O)Nc3ccc(S(=O)(=O)N4CCOCC4)cc3)c2c1,4.3,-8.7,-0.6,4.4,-0.9,-6.5,95.8,-6.3,4.0,3.4
COC(=O)c1ccc(Oc2ccc(C(F)(F)F)cn2)cc1,-4.3,9.2,-14.6,-1.1,0.8,-8.8,98.5,9.4,28.9,-3.5
Cc1nc(/C=C\C(=O)O)c2cc(C)oc2n1,10.7,10.3,-2.2,4.0,-2.1,1.2,92.7,-10.5,35.6,-3.1
Cc1ccc(S(=O)(=O)Nc2c(C)n(C)n(-c3ccccc3)c2=O)cc1C(=O)NCc1ccco1,10.7,-33.2,-0.9,1.1,-2.6,-6.1,111.4,-12.7,7.4,12.0
CCn1nc(C)c(C(=O)Nc2cc(Oc3cc(C)cc(C)c3)cc([N+](=O)[O-])c2)c1C,-11.7,-21.8,0.5,2.0,2.2,-5.6,103.6,-2.4,2.8,7.6
Cc1ccsc1CN(C)C(=O)C(NC(=O)c1cccc(S(=O)(=O)N2CCOCC2)c1)C(C)C (configuration not stated),18.4,2.5,3.1,-3.7,-4.8,-7.0,89.7,-13.7,-10.5,9.6
Nc1ncc(CN2CCCC(C(=O)Nc3ccc(-c4ccco4)cc3)C2)cn1 (configuration not stated),6.6,8.1,0.1,1.9,-1.3,2.0,105.5,3.1,-5.2,-0.8
COc1ccc(OC)c(/C=C/C(=O)c2ccc3c(c2)OCO3)c1,-0.9,-1.7,-2.7,1.4,0.2,-0.7,96.8,-3.1,-5.8,0.7
O=C(C1CCC1)N1CCN(S(=O)(=O)c2ccc(F)cc2)CC1,-0.1,-1.3,-0.5,2.3,0.0,-13.2,110.3,-11.3,1.4,0.5
N#CCC(=O)NCC1(c2ccccc2)CCCC1,5.4,-4.7,1.7,1.6,-1.1,1.0,97.5,5.6,-7.8,2.1
Cc1cc(NC(=O)C2CC(c3cccc(Br)c3)=NO2)no1 (configuration not stated),8.9,-6.4,-0.3,0.5,-1.9,3.2,125.9,8.8,-9.7,4.7
CCCCn1c(SCC(=O)N2CCCC2=O)nc2cc(S(N)(=O)=O)ccc21,8.7,-16.8,1.0,1.0,-2.2,-0.3,103.7,-5.4,-1.8,7.1
CC(C)CCn1c(N2CCC(C(N)=O)CC2)nc2c1c(=O)[nH]c(=O)n2C,15.6,-27.2,-2.3,-3.9,-2.6,-6.3,99.1,-3.8,-8.0,1.0
O=S(=O)(NC1CCCCC1N1CCN(c2ccccc2F)CC1)c1ccc(Cl)cc1 (configuration not stated),-0.3,-2.3,-54.0,0.9,0.1,-6.1,106.5,3.8,-6.0,7.2
CCOC(=O)C1CCCN(CCCc2ccccc2)C1 (configuration not stated),-5.0&-3.6,-48.9&10.0,-0.4&-1.1,0.8&-2.2,0.9&0.6,-10.8&5.0,147.2&120.4,4.7&3.4,-2.2&-11.9,16.1&-1.2
O=C(CCCCCCC(=O)c1ccccc1)c1ccccc1,1.1,-63.9,-9.5,0.4,-0.2,-0.7,62.5*,1.6,7.3,12.1
COc1cc2c(cc1OC)C1(CCCC1)C(N)=C2C#N,16.0,-3.6,0.3,-3.6,-3.9,-1.9,107.3,9.6,-1.4,4.2
COC(=O)COc1ccc(-c2nccc(-c3ccc(Br)cc3)n2)cc1,11.2,3.7,14.5,-1.7,-2.4,7.8,/,2.9,6.4,-1.0
O=[N+]([O-])c1ccc(N/N=C/c2c[nH]c3ccccc23)cc1,14.9,22.4,29.8,-3.9,-2.9,2.7,111.7,6.7,0.5,-12.2
Cc1cccc(N(C(=O)c2csnn2)C(C(=O)NC2CCCCC2)c2ccccn2)c1C (configuration not stated),19.9,-25.4,-1.0,-2.1,-3.7,4.6,105.1,-13.5,-1.8,9.0

# Just MOR-DOR inv ag, PKA-R2B activ and Arrestin-AP2 inh, for some of the entries so far:
canonical_smiles | MOR-DOR inv ag | PKA-R2B activ | Arrestin-AP2 inh
O=S(=O)(NC1CCCCC1N1CCN(c2ccccc2F)CC1)c1ccc(Cl)cc1 (configuration not stated) | -0.3 | -6.1 | -6.0
COCCn1c(SCC(=O)Nc2ncc(Cl)c(C)c2Cl)nc2ccccc21 | 3.1 | 11.1 | -1.7
COc1cc2c(cc1OC)C1(CCCC1)C(N)=C2C#N | 16.0 | -1.9 | -1.4
O=C(CCCCCCC(=O)c1ccccc1)c1ccccc1 | 1.1 | -0.7 | 7.3
